ELG1 repair inh – ELG1-dependent DNA repair inhibition | HEK293T ELG1-luciferase reporter, luminescence, 16 h; DNA damage induced by 5-fluorouridine | Potency, µM (doses to about 46.1 µM), for the others: at the top dose activity change, negative = inhibition, hits mostly inhibitors | 330,000 tested, 2.3% active | AID 504467; also: potency is read from the fitted curve at half-maximal effect; % is scaled to controls: 0 for no effect and ±100 for the full control effect; nearly all actives have a fitted effect of over 55% in size
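Reporter activity after DNA damage by 5-fluorouridine is monitored. Compound-treated cells incubate 16 hr at 37 °C, then ONE-Glo is added for 30 min before luminescence reading.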
PKM2 activator – PKM2 (human) enzyme activation; P14618; Potency, µM (highest dose often 57.5 µM), for inactives: at the top dose activation, most hits filed as activators; purified PKM2, Kinase-Glo ATP luminescence, activation; response scale: 0% is enzyme alone, no compound; 260,000 tested, 0.34% active; also: potency is read from the fitted curve at half-maximal effect; % is scaled to controls: 0 for no effect and ±100 for the full control effect; nearly all actives have a fitted effect of over 55% in size
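hPK-M2, >95% pure; 0.1 mM ADP / 0.5 mM PEP final; imidazole pH7.2 buffer w/ 7 mM MgCl2, 50 mM KCl; 1 h RT; Kinase-Glo lum. Intermediate enzyme activity for dual inhibitor/activator qHTS.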
RORgamma inh – ROR gamma (mouse) transcription inhibition; AID 2551; Potency, µM (doses to about 53.6 µM), for the others: at the top dose activity change, negative = inhibition, actives largely listed as inhibitors; Drosophila S2 Gal4-RORgamma UAS-luciferase reporter, 20 h; 310,000 tested, 5.4% active; also: potency is read from the fitted curve at half-maximal effect; % is scaled to controls: 0 for no effect and ±100 for the full control effect; nearly all actives have a fitted effect of over 60% in size
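In this cell-based reporter format, copper sulfate (700 uM final) drives Gal4–ROR gamma fusion expression from a metallothionein promoter in Drosophila Schneider cells; compounds preincubated 1 hr, reporter read after 20 hr at ambient temperature.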
Gal4-VP16 FLuc – Gal4-VP16 reporter inhibition counter-screen. Potency, µM (titrated, usually from 53.6 µM), without a hit: top-dose activity, negative = inhibition, usual class: inhibitors. Drosophila S2 Gal4-VP16 UAS-luciferase, luminescence, 20 h. AID 2546. 310,000 tested, 3.5% active;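 also: Gal4-VP16 expression switched on by copper sulfate through the metallothionein promoter; potency is read from the fitted curve at half-maximal effect; % is scaled to controls: 0 for no effect and ±100 for the full control effect; nearly all actives have a fitted effect of over 50% in size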
Mito fusion yeast – mitochondrial division inhibition or fusion activation; AID 485298; Potency, µM (doses to about 46.1 µM), inactives show top-dose growth rescue (activation), most hits filed as activators; 320,000 tested, 0.23% active; S. cerevisiae fusion-defective mutant growth rescue, CellTiterGlo 48 h;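 also: potency is read from the fitted curve at half-maximal effect; % of control where 0% means no effect; nearly all actives have a fitted effect of over 45% in size; temperature-sensitive fusion mutants such as fzo1-1 at 37 °C on non-fermentable ethanol glycerol medium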
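Temperature-sensitive fusion-defective S. cerevisiae (e.g. fzo1-1, mgm1-5) were grown with compound in YPEG medium (3% ethanol, 3% glycerol) for 48 hours at 37C. Growth rescue was measured as viability by CellTiterGlo luminescence after 10 minutes at ambient.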
Menin-MLL TR inh – inhibitors of human menin-MLL interaction, mutant MLL peptide. Potency, µM (highest dose often 61.6 µM), for inactives: at the highest dose FP activity change, negative = inhibition, hits mostly inhibitors. Menin + Texas Red MLL mutant peptide, fluorescence polarization. AID 1768. 270,000 tested, 0.23% active. O00255; active = well fitted inhibition curve with a large enough effect in the polarisation, with a control signal flat, not every such curve was filed as active; inconclusive = small, poorly fitted or top-dose-only effect, or effect the other way, or a change in a side signal; inactive = no such curve, though single readings can be large or run the other way; the % refers to the polarisation; also: potency is read from the fitted curve at half-maximal effect; % of control where 0% means no effect; many of its hits are not listed in these tables
Target sequence (O00255 whole entry, looked up): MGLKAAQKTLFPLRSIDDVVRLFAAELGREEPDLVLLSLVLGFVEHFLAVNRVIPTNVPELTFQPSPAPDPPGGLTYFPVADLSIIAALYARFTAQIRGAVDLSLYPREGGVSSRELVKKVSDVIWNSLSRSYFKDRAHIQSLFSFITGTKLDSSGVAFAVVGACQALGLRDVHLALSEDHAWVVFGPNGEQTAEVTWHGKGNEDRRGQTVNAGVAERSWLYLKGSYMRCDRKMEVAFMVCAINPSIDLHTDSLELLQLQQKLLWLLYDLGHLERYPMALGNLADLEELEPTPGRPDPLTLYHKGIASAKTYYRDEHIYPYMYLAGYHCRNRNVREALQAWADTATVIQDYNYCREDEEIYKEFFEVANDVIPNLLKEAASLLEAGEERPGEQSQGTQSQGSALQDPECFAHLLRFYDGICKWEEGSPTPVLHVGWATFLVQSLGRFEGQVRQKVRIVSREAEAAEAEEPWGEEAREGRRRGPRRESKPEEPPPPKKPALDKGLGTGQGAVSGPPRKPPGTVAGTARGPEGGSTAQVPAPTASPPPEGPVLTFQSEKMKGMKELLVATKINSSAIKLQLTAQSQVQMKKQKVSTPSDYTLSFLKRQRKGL
FLuc counter – inhibits or activates purified firefly luciferase, miR-21 counter-screen; P08659; purified FLuc, Km substrates, luminescence inhibition; Potency, µM (series often up to 57.5 µM), for the others: at the highest dose activity change, negative = inhibition, actives largely listed as inhibitors; 360,000 tested, 6.9% active;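 also: potency is read from the fitted curve at half-maximal effect; plate controls were vehicle for no effect and reference inhibitor for full effect; nearly all actives have a fitted effect of over 55% in size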
Target sequence (P08659 whole entry, looked up): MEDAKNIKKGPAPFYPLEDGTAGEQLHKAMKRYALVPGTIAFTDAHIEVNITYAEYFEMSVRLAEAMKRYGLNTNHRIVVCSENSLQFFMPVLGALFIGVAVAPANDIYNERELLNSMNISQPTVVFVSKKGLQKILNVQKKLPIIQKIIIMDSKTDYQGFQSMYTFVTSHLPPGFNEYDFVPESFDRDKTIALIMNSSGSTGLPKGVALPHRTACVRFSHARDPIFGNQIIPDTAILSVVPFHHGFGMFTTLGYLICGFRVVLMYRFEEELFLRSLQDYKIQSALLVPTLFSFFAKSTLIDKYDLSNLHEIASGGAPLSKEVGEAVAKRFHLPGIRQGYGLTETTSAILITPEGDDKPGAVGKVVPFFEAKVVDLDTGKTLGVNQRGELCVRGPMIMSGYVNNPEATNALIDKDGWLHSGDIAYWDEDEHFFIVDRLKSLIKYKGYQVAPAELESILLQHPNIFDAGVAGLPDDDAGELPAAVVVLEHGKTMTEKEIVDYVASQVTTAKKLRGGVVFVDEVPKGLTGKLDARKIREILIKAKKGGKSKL
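Biochemical qHTS of compounds, final roughly 60 µM downward over six points, against 10 nM purified firefly luciferase using Km concentrations of substrates (10 uM D-luciferin, 10 uM ATP) in Tris acetate pH 7.5 buffer; luminescence output.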
NPC1 prom act – activators of NPC1 promoter; Huh7 NPC1 promoter luciferase reporter, 24 h; Potency, µM (top dose mostly 9.22 µM), for the others: at the top dose activation, actives largely listed as activators; 320,000 tested, 2.4% active; AID 485313;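 also: potency is read from the fitted curve at half-maximal effect; % of control where 0% means no effect; nearly all actives have a fitted effect of over 60% in size; reporter is driven by a mutant NPC1 promoter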
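Huh7 cells stably carrying NPC1 promoter–luciferase, plated in Opti-MEM with 10% FBS for 2 h, were exposed to compound in DMSO for 24 h at 37 °C; luciferase reagent was added for 10 min and luminescence read.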
MBNL1 CUG block – inhibitors of human MBNL1 binding to CUG repeat RNA | Q9NR56 | TR-FRET MBNL1-His/biotin-(CUG)12 binding, 665/545 ratio | Potency, µM (titrated, usually from 57.5 µM), for the others: at the highest dose activity change, negative = inhibition, usual class: inhibitors | 280,000 tested, 0.036% active | AID 2675; active = well fitted inhibition curve with a large enough effect in the signal ratio, with a control signal flat, not every such curve was filed as active; inconclusive = small, poorly fitted or top-dose-only effect, or effect the other way, or a change in a side signal; inactive = no such curve, though single readings can be large or run the other way; the % refers to the signal ratio; also: potency is read from the fitted curve at half-maximal effect; % is scaled to controls: 0 for no effect and ±100 for the full control effect
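MBNL1-His + Biotin-(CUG)12, cpd titration 92 nM–58 uM; Tb anti-His Ab 0.055 ng/ul, SA-XL665 5 nM (final); 60 min RT; ratiometric 665/545 nm, Ex 340 nm; normalized to buffer and full-complex controls.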
KCNH2 3.1 inh – blocks the human KCNH2 3.1 channel isoform; U2OS KCNH2 3.1, thallium flux FluxOr; stronger effect = lower value; activity change, % (tested at about 1.8 µM); 340,000 tested, 0.95% active; AID 720553;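 active = maximum activity change below -70%; inconclusive = maximum activity change from -70% to -50%; inactive = maximum activity change above -50%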;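 also: thallium influx rate constant from kinetic fluorescence after stimulation buffer; % is scaled to controls: 0 for no effect and ±100 for the full control effect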
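We transduce U2OS cells with the mutant 3.1 virus, culture them overnight, load FluxOr with Red40 quencher for 45 min, then add stimulation buffer and read kinetically for 2 min to derive a normalized rate constant.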
Rab9 promoter act – activates the Rab9 promoter; Huh7 Rab9 promoter-luciferase reporter, luminescence, 24 h; Potency, µM (series often up to 9.22 µM), inactives show at the highest dose activation, negative = inhibition, actives largely listed as activators; 320,000 tested, 2.8% active; AID 485297; also: potency is read from the fitted curve at half-maximal effect; % of control where 0% means no effect; nearly all actives have a fitted effect of over 60% in size
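Huh7 reporter line, Rab9 promoter upstream of luciferase. Compound exposure 24 h at 37 °C in reduced-serum medium with 10% FBS. Read-out: luminescence.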
An asterisk follows results filed as active; ? = inconclusive; . = no result given; & = joins results of further samples; ! = not confirmed by another sample; [ ] = dose if it differs, or a comment. Unless noted, calls follow the shape of the dose curve; as a rule, active = well fitted curve in the direction sought with a large enough effect; inconclusive = small, poorly fitted or top-dose-only effect, or another doubt; inactive = no such curve, though single readings can be large; an effect the other way counts as inactive or inconclusive. A portion of the library; rates above refer to the full screens.

SMILES	ELG1 repair inh	PKM2 activator	RORgamma inh	Gal4-VP16 FLuc	Mito fusion yeast	Menin-MLL TR inh	FLuc counter	NPC1 prom act	MBNL1 CUG block	KCNH2 3.1 inh	Rab9 promoter act
Clc1ccc(COc2ccccn2)c(Cl)c1	-4%	-1%	15%	3%	-3%	9%	3%	-2%	5%	-11	-3%
O=C(NC(=S)Nc1cccc2cc(O)ccc12)c1ccco1	12%	6%	-16%	4%	-2%	?	-4%	3%	?	2	8%
COc1ccc(CNC(C)C2COc3ccccc3O2)c(OC)c1 (stereo not given)	1%	-20%	9%	-4%	-3%	-24%	-2%	-2%	-9%	-29	-4%
COc1ccc(N2CC(C(=O)N[C@@H](C)C(=O)NC3CCCCC3)CC2=O)cc1 (stereo not given in full)	21%	-13%	3%	-9%	0%	-9%	1%	-4%	6%	-2	-6%
Cc1cc(C)n(CC(=O)N2CCCC(C(=O)c3cccc(OC(C)C)c3)C2)n1 (stereo not given)	-13%	1%	-21%	?	-8%	-7%	3%	-1%	-15%	-33	-14%
CCCc1c(-c2ccc(O)cc2)nn(-c2ccc(O)cc2)c1-c1ccc(O)cc1	-18%	-7%	40%&-3%	-12%&-21%	16µM*!	16%	3%	-7%[46.1 µM]	-12%	11	-12%[46.1 µM]
O=C(c1ccc(N2CCN(C3CC(=O)N(c4ccc(F)cc4)C3=O)CC2)cc1)c1cccnc1 (stereo not given)	-1%	-4%	-10%	-15%	-3%	0%	4%	2%	19%	.	10%
COc1ccccc1NC(=O)CSc1nc2ccccc2n1C(C)=O	-21%	-1%	?	-4%	2%	22%	?	-4%	2%	-11	3%
Cc1ccc(-n2c(N)c(C#N)c(-c3ccccc3)c(C#N)c2=O)cc1	17%	-5%	1%	-6%	1%	1%	0%	0%	?	10	0%
CC(C)OCCCNC(=O)C(C)Oc1ccccc1 (stereo not given)	-7%	-1%	0%	-2%	2%	-6%	7%	-3%	-5%	10	1%
O=C(COc1ncnc2ccc(Br)cc12)N1CCOCC1	1%	-2%	-29%	-3%	-4%	8%	1%	0%	-1%	1	3%
CN(C)CC1CCCCC1OC(=O)c1ccc(S(=O)(=O)N(C)c2ccccc2)cc1 (stereo not given)	-4%	2%	-22%	0%	-5%	?	-1%	-1%	-4%	11	-7%
O=C(c1ccc2nc(Cc3cccc(Cl)c3)oc2c1)N1CCC(CO)CC1	10%	1%	-13%	-2%	-7%	13%	3%	2%	0%	4	0%
CN1CCN(C(=O)c2ccc(CSc3ccc(Cl)cc3)cc2)CC1	-4%	4%	?	-14%	-3%	-15%	-3%	-2%	-15%	3	-11%
CCN(CCCNC(=O)CCCOc1cc(=O)n(C)c2ccccc12)Cc1ccccc1	?	1%	?	4%[10 µM]	4%	-10%	-2%	-5%	-5%	5	0%
O=C(CCc1nnc(CCCCc2ccccc2)o1)NCCC1CCCCO1 (stereo not given)	0%	-1%	32%	-1%	1%	-15%	3%	-1%	6%	-6	0%
CCOc1ccc(N(CC(=O)O)S(=O)(=O)c2ccc(F)cc2)cc1	-2%	-5%	-24%	-4%	3%	-1%	-2%	19%	-13%	6	2%
Cc1ccc(-c2ccc(/C=C3\C(=O)ON=C3c3ccccc3)o2)c([N+](=O)[O-])c1	?	28µM*	?	16µM*	-3%	?	?	-8%	15%	-28	4%
FC(F)C(F)(F)Oc1cccc(-c2n[nH]c(=S)n2Cc2ccccc2)c1	1%	.	.	.	9%	.	2%	-1%	.	-35	-7%
COc1ccc(SC[C@H](Cc2ccccc2)N2CC[C@@H](NC(=O)OCc3ccccc3)CCC2=O)cc1	?	.	.	.	3%	.	4%	-3%	.	-24	-1%
COc1ccc(CSc2nnnn2C)cc1F	?	-14%	42%	-4%	-1%	-1%	-6%	10%	-5%	3	11%
COCCCNS(=O)(=O)c1ccc(Oc2ncc(C(F)(F)F)cc2Cl)cc1	-18%	1%	?	?	2%	5%	2%	-6%	3%	7	-23%
CCCCN1CCC(COC(=O)c2cc(Cl)c(N)c3c2OCCO3)CC1	-6%	.	.	.	-3%	1%	1%	-1%	.	-10	-7%
O=C(c1cccc(-c2ccccc2F)c1)N1CC[C@@H](N2CCC(O)CC2)[C@H](O)C1	1%	1%	5%	-2%	1%	0%	5%	-8%	-2%	-31	-1%
Cc1nc2ccc(S(=O)(=O)Nc3cccc(-c4nc5cccnc5s4)c3)cc2s1	3%	8%	?	?	16µM*	8%	-20%	-4%	73%[activator]	-2	-6%

Further entries.
SMILES	ELG1 repair inh	PKM2 activator	RORgamma inh	Gal4-VP16 FLuc	Mito fusion yeast	Menin-MLL TR inh	FLuc counter	NPC1 prom act	MBNL1 CUG block	KCNH2 3.1 inh	Rab9 promoter act
COc1ccc(S(=O)(=O)N2CCCCCC2)cc1C(=O)N(C)Cc1c(F)cccc1Cl	?	.	.	.	14%	.	2%	0%	.	-23	2%
CCOCC(=O)Nc1ccc(F)c(F)c1	.	-2%	8%	12%	-5%	-2%	-2%	.	0%	6	.
CC(=O)c1ccc(NC(=O)/C(C#N)=C/c2ccncc2)cc1	20%	12%	15%	-15%	7%	.	-3%	1%	29%	18	-7%
COc1cc(C(=O)Nc2ccc(C)cc2C(NCC(=O)NN)c2ccccc2)cc(OC)c1OC (stereo not given)	?	.	21%	18%	-7%	-20%	1%	1%	0%	0	2%
Cc1ccc(C)c(N2C(=O)CN=C2Nc2ccccc2Cl)c1	4%	7%	-29%	6%	3%	-18%	2%	-3%	3%	4	-4%
COc1ccc(/C=N\NS(=O)(=O)c2ccc(C)cc2)cc1COc1ccccc1[N+](=O)[O-]	16µM*	-9%	37%	-3%	3%	?	2%	-7%	?	-1	1%
O=C(Cn1cncn1)N/N=C/c1ccccc1O	?	-5%	8.9µM*	?	0%	.	?	-2%	6%	6	-5%
COc1ccc(S(=O)(=O)Nc2ccccc2C(=O)N2CCOCC2)cc1OC	4%	.	13%	1%	2%	10%	2%	-11%	0%	-31	3%
O=C1CCCC2=C1C(O)(C(F)(F)F)C(=O)N2Cc1ccccc1 (stereo not given)	1%	3%	-27%	5%	0%	-12%	3%	1%	-6%	2	-1%
O=C(OCC(=O)N1CCCCCC1)c1ccc([N+](=O)[O-])cc1Cl	9%	2%	-22%	2%	-3%	2%	-6%	-4%	?	-6	-2%
Clc1ccccc1OCc1nn[nH]n1	17%	2%	1%	6%	2%	.	?	-3%	-8%	25	1%
CCN(CC)c1cc2nc(C)n(Cc3ccccc3)c(=O)c2cc1NC(=O)C1CC1	?	-5%	?	-6%	12%	-5%	-13%	0%	-4%	6	-1%
Cc1ccc(C)c(OCC(O)CN2CCC(CN3C(=O)c4cccc5cccc(c45)C3=O)CC2)c1 (stereo not given)	?	9%	-6%	-14%	-5%	-8%	1%	-16%	13%	-40	-13%
CN(C(=O)c1cccc(C#N)c1)c1nnc(-c2cnccn2)s1	11%	7%	20%	6%	-6%	0%	5%	-4%	5%	21	3%
Cc1n[nH]c(C)c1S(=O)(=O)N1CCN(C2CCCCC2)CC1	3%	-19%	3%	13%	6%	.	-1%	8%	-15%	-21	-5%
COC(=O)c1nc(N)sc1-c1ccc(Cl)c(Cl)c1	?	?	?	2%	-3%	.	-1%	-4%	9%	12	-4%
Cc1ccc(Cn2nnc3c(=O)[nH]c(C4CCCN(S(=O)(=O)c5ccccc5)C4)nc32)cc1 (stereo not given)	4%	3%	15%	1%	2%	-10%	-1%	13%	-2%	3	24%
CC(=O)Oc1ccc(C(=O)Nc2ccccc2C(=O)Nc2ccc(C(=O)O)cc2)cc1	3%	-19%	-3%[1.91 µM]	-10%	1%	5%	2.4µM*	4%	-5%	-8	1%
Cc1ccc(CN2CCN(/N=C/c3cc([N+](=O)[O-])ccc3Cl)CC2)cc1	-7%	2%	12%	12%	19%	.	2%	-3%	2%	-18	-4%
COc1ccc(/C=C(\NC(=O)c2ccc(C)cc2)C(=O)NCCN2CCOCC2)cc1	9%	-11%	10%	7%	-2%	-14%	8%	-4%	-2%	?	2%
COC(=O)c1[nH]c2c(c1C)C(=O)CC(c1ccc(OC)cc1)C2 (stereo not given)	-22%	.	9%	-13%	7%	5%	4%	1%	-16%	-3	2%

Assay outcomes from PubChem BioAssay.
